RXFP1 ag: agonists of human relaxin receptor RXFP1 | Q9HBX9 | HEK293T-RXFP1 cAMP TR-FRET, 30 min; response scale: percent of porcine relaxin response, buffer zero | Potency, µM (top dose mostly 57.5 µM), inactives show at the highest dose activation, hits mostly activators | actives 0.3% (n = 370,000); note: potency is the fitted concentration of half-maximal effect; % is set by controls: 0 for no effect and ±100 for the full control effect; nearly all actives have a fitted effect of over 60% in size; many of its hits are not listed in these tables
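HEK293T cells stably expressing RXFP1 were pretreated with the PDE4 inhibitor Ro 20174, exposed to compounds for 30 min at 37C, lysed, and cAMP was read by TR-FRET. Data normalized to buffer (basal) and 29 nM porcine relaxin (100%).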
RXFP1 antag: antagonists of human relaxin receptor RXFP1; Q9HBX9; HEK293-RXFP1, relaxin-stimulated cAMP HTRF, 30 min; stronger effect = lower value; activity change, negative = inhibition, % at 57.5 µM; actives 0.59% (n = 350,000);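 active = activity change of -60% or lower, but not beyond a set lower limit; inconclusive = change between -60% and -40%, or beyond the set limit; inactive = change above -40%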; note: % is set by controls: 0 for no effect and ±100 for the full control effect
GRP78 ERSR act: induces the endoplasmic reticulum stress response in human glioma cells | U87-MG GRP78 promoter luciferase reporter, 16 h | Potency, µM, without a hit: top-dose activation, usual class: activators | actives 0.02% (n = 420,000) | AID 602332; note: potency is the fitted concentration of half-maximal effect; series mostly up to about 76 µM; % of control where 0% means no effect; nearly all actives have a fitted effect of over 35% in size
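Stably transfected U87-MG glioma cells carrying a GRP78-based luciferase sensor; 16 h compound incubation. Luminescence end-point read 10 min after Bright-Glo addition at room temperature.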
D2 PAM: D2 dopamine receptor (human) potentiation; P14416; HEK293 T-REx D2, calcium flux, EC20 dopamine potentiation; potentiation, % at 10 µM; actives 0.34% (n = 340,000);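 active = potentiation over 3 SD above the plate norm, cut at about 30% in these data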; note: 0% is about no effect
Target sequence (P14416 whole entry, looked up): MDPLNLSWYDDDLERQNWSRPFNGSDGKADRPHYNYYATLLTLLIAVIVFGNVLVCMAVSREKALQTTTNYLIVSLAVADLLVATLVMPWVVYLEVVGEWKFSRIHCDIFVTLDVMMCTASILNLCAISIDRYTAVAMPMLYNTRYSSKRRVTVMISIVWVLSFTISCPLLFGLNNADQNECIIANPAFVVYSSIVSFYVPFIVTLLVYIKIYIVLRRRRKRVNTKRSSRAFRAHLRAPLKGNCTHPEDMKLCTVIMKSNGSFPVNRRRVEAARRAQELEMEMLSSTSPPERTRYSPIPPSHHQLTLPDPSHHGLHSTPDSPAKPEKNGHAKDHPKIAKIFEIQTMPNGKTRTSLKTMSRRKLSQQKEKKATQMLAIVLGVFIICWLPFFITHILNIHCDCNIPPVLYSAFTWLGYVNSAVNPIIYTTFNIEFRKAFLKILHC
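Potentiation of an EC20 dopamine calcium response is measured in a force-coupled, tetracycline-inducible Hek293 Trex D2 line. Compound-only kinetic reads over 180 s flag agonists before dopamine addition.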
Vif-APOBEC3F blk: blocks the Vif interaction with APOBEC3F | actives 0.2% (n = 390,000) | Potency, µM (top dose mostly 46.1 µM), for the others: top-dose activity, negative = active | AID 602313 | HeLa A3F-eYFP + Vif (tagged APOBEC3F with the HIV-1 protein that degrades it), YFP fluorescence increase; note: potency is the fitted concentration of half-maximal effect; % of control where 0% means no effect; nearly all actives have a fitted effect of over 65% in size
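HeLa cells stably expressing Vif plus C-terminally eYFP-tagged A3F were seeded, incubated overnight at 37 deg C, dosed with compound, incubated overnight again at 37 deg C. Yellow fluorescence (Ex 488/Em 500-530) reported blocked Vif-mediated A3F-eYFP degradation.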
Vif-A3G inh: Vif-A3G binding inhibition. actives 0.076% (n = 410,000). Potency, µM (highest dose often 46.1 µM), without a hit: at the top dose activity, negative = active, actives largely listed as inhibitors. AID 602310. HeLa A3G-eYFP + Vif (tagged APOBEC3G with the HIV-1 protein that degrades it), YFP fluorescence, overnight. Q9HC16;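 note: potency is the fitted concentration of half-maximal effect; % is set by controls: 0 for no effect and ±100 for the full control effect; nearly all actives have a fitted effect of over 60% in size; hits raise eYFP signal because A3G escapes Vif-driven loss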
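HeLa cells stably expressing Vif and C-terminally eYFP-tagged A3G, seeded overnight at 37 deg C, then exposed to compound by pintool overnight at 37 deg C. Rise in yellow fluorescence (Ex 488/Em 500-530, Acumen) marks blocked Vif-driven A3G degradation.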
D1 potentiator: potentiators of human D1 dopamine receptor. P21728. HEK293 TREx D1 cells, calcium flux, dopamine EC20 potentiation. potentiation, % at 10 µM. actives 0.036% (n = 360,000). AID 504651; in the data active = potentiation above about 30%; note: 0% is about no effect
Target sequence (P21728 whole entry, looked up): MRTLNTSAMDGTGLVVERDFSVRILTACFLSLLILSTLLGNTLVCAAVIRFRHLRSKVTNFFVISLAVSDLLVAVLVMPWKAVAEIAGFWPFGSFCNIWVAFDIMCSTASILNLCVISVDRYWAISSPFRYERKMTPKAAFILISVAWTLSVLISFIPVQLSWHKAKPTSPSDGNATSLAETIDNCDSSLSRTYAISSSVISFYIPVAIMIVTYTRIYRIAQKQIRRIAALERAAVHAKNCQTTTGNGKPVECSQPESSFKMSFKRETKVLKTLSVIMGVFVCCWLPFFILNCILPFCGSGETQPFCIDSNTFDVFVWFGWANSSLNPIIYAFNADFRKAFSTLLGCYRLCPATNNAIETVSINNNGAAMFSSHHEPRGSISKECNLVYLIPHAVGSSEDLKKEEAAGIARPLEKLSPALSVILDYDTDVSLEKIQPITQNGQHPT
D1 antag: antagonists of human D1 dopamine receptor; P21728; HEK293 TREx D1 cells, calcium flux, dopamine EC80; stronger effect = lower value; activity change, negative = inhibition, % at 10 µM; actives 3.2% (n = 360,000); AID 504652; in the data active = activity change below about -30%; note: % is set by controls: 0 for no effect and ±100 for the full control effect
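Tetracycline-induced HEK293 T-REx cells with force-coupled D1 receptor were loaded with a no-wash calcium dye. Compound was added after a 10 s baseline and read kinetically for 180 s; EC80 dopamine was then added and calcium flux followed another 180 s.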
D1 ag: human D1 receptor agonism. P21728. actives 1% (n = 360,000). activation, % at 2 µM. AID 504660. HEK293 T-REx D1 cells, calcium flux, agonist mode; in the data active = activation above about 30%; note: 0% is about no effect
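Agonism was scored from calcium flux recorded over 180 s (1 read/s) after pintool compound addition, following a 10-cycle baseline. Cells were inducible force-coupled HEK293 TREx D1, plated overnight at 30 C and loaded with no-wash calcium dye.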
* hit, by the source's call; ? = inconclusive; . = not tested or not shown. Unless noted, calls come from the whole dose curve; as a rule, active = well fitted curve in the direction sought with a large enough effect; inconclusive = small, poorly fitted or top-dose-only effect, or another doubt; inactive = no such curve, though single readings can be large; an effect the other way counts as inactive or inconclusive.

SMILES	RXFP1 ag	RXFP1 antag	GRP78 ERSR act	D2 PAM	Vif-APOBEC3F blk	Vif-A3G inh	D1 potentiator	D1 antag	D1 ag
O=C(c1ccc(COc2ccccc2Br)o1)N1CCN(c2ccccn2)CC1	6.1%	-22	3%	1	-1%	0%	-6	-2	1
Cc1ccccc1NC(=O)c1c2c(nc3ccccc13)C(=O)N(C1CCCCC1)C2	-0.9%	-20	-2%	0	1%	-6%	-7	-9	0
COc1cc(C(=O)O[C@H]2C/C(C)=C/CC[C@@]3(C)O[C@@H]3[C@H](O)[C@@H]2C(C)C)cc(OC)c1OC	-1.8%	-17	3%	0	-7%	5%	6	4	6
O=C1C(=O)c2c(C(=O)c3ccccc3)coc2-c2ccccc21	-1.1%	-78*	-7%	1	6%	-8%	-2	-57*	0
Cc1cccc(-n2ccnc2CN2CCC(CO)(Cc3ccccc3)CC2)c1	0.0%	4	1%	-3	5%	8%	0	9	2
CN(CC(=O)Nc1ccccc1Br)C(=O)c1cccc(S(=O)(=O)N2CCc3ccccc32)c1	.	-2	-3%	.	-4%	-7%	.	.	.
COc1ccc(NC(=S)N2CCN(S(=O)(=O)c3ccccc3)CC2)cc1	2.9%	2	4%	5	-4%	-1%	4	-5	0
NS(=O)(=O)c1ccc(CCNC(=O)CNC(=O)C2CCCCC2)cc1	3.6%	-13	-5%	-1	3%	0%	-5	7	5
COc1ccc(Nc2nc3c([nH]2)c(=O)[nH]c(=O)n3C)cc1	-2.3%	-2	-4%	-3	0%	1%	1	-2	0
O=C1CN(S(=O)(=O)c2ccc(Br)cc2)c2ccccc2N1	0.7%	.	-5%	8	-6%	4%	-8	-1	0
CCC(C)[C@H]1CNC(=S)N1CCc1cccc2ccccc12 (some centres not stated)	0.0%	.	-4%	-9	-15%	-3%	7	4	1
Cc1ccc2nc(SCC(=O)Nc3ccc(C#N)cc3)[nH]c2c1	-1.2%	.	0%	2	0%	-3%	-2	0	1
CCOC(=O)C1=NN(c2ccccc2C)C2=NC(C)=C(C(=O)OC)C(c3cccc(OC)c3)N12 (configuration not stated)	-1.9%	5	-5%	2	-14%	-1%	2	11	2
COCc1nnc(NC(=O)CCCOc2ccccc2OC)s1	-0.7%	7	-3%	-22	2%	-1%	-1	-1	3
C=CCN(C(=O)CN1CCOCC1)c1nc(C)c(-c2ccccc2)s1	-0.7%	-7	4%	.	0%	6%	-1	-7	2
CN(C)c1ccc(NC(=O)CSC2=Nc3ccccc3C3=NC(CCC(=O)NCc4cccs4)C(=O)N23)cc1 (configuration not stated)	2.3%	-35	-3%	6	0%	-3%	-2	-2	0
O=C(Nc1nnc(-c2cccnc2)o1)c1cccc([N+](=O)[O-])c1	9.3%	.	.	0	.	.	0	7	2
CCc1ccc(-n2nc(CO)c(C(=O)NCc3cccs3)n2)cc1	0.4%	8	-2%	-1	-6%	-14%	-2	13	3
COc1ccc(CCCc2nnc(SCC(=O)Nc3nc(C)cs3)n2C)cc1C	0.4%	-6	-7%	3	-4%	1%	0	-24	0
CCOC(=O)C1CCN(C(C)=C2C(=O)c3ccccc3C2=O)CC1	1.2%	4	-2%	7	.	1%	-5	-14	0
COc1ccc(S(=O)(=O)Nc2ccc(S(=O)(=O)Nc3ccc(F)cc3)cc2)cc1C	-2.3%	1	-7%	3	-3%	-4%	-5	6	1
COc1ccccc1Cc1noc(-c2cc(Cl)ccc2OC)n1	-0.2%	-3	0%	11	-2%	-5%	5	10	15
CCc1nc(NCc2ccccc2)c(C#N)c2c1CCCC2	1.5%	-6	1%	-2	-13%	1%	-5	14	3
CC(C)CCn1c(=O)c2ccccc2n2c(COC(=O)c3ccc(S(=O)(=O)N(C)C)cc3)nnc12	4.6%	.	.	6	.	.	-7	-10	0
CC(C)[C@H](NC(=O)c1ccco1)C(=O)OCC(=O)Nc1ccccc1OC(F)F	0.1%	-3	-2%	0	-6%	0%	2	6	4
NC(=O)c1c(NC(=S)Nc2ccccc2)sc2c1CCCC2	22%	-11	-1%	4	-2%	-7%	0	16	-1
COc1ccc(-c2nc3nc(C)cc(N4CCN(c5cccc(C(F)(F)F)c5)CC4)n3n2)cc1	-3.9%	.	-2%	-8	3%	1%	0	-3	-2
COc1ccc(-c2cc3nc(C)c(CCC(=O)NCc4ccc(F)cc4)c(C)n3n2)c(OC)c1	3.6%	27	-2%	8	5%	-4%	-7	-26	2
Cc1ccc(C)c(CN2C(=O)C(C)Oc3ccc(C)cc32)c1 (configuration not stated)	1.5%	0	5%	-3	3%	0%	-4	17	12
COc1cccc(C(=O)Oc2cc3c4c(c2)C(C)=CC(C)(C)N4C(=O)C3=O)c1	2.9%	-40	-8%	3	-12%	?	-3	-6	4
O=C(Nc1ccc2nc(SCC(=O)N3CCCc4ccccc43)sc2c1)c1ccc(Cl)cc1	-0.7%	-11	-5%	-5	4%	0%	4	-14	7
CC(C)c1ccc(NC2CCCN(C(=O)c3ccco3)C2)cc1 (configuration not stated)	3.6%	5	1%	-6	5%	1%	2	5	1
COc1ccc(C(CNC(=O)c2cc(S(=O)(=O)NCc3ccccc3)ccc2C)N2CCOCC2)cc1 (configuration not stated)	1.7%	12	-2%	.	1%	-3%	0	-1	0
COCCn1c(N)c(N(Cc2ccccc2)C(=O)c2ccc3ccccc3c2)c(=O)[nH]c1=O	-0.3%	-1	-3%	-1	-10%	-1%	-1	5	1
Cc1cccc(/C=N/n2c(-c3ccco3)n[nH]c2=S)c1	-1.8%	.	-4%	-6	2%	1%	-5	10	1
COCCn1c(Cc2ccccc2)nnc1SCC(=O)N1CCOCC1	2.8%	-1	-5%	3	1%	2%	-2	-2	1
CCOC(=O)C(=O)NCC1CCCN1S(=O)(=O)c1cccs1 (configuration not stated)	.	-1	-2%	.	4%	1%	.	.	.
CN(C)S(=O)(=O)c1ccc(SCC(=O)Nc2ccc3c(c2)OCCO3)nc1	0.4%	8	1%	.	2%	0%	2	-6	4
Cc1cc(C)c(C(=O)COC(=O)c2cccc(S(=O)(=O)NCc3ccccc3)c2)cc1C	0.4%	5	4%	3	-2%	0%	-7	-8	8
COC(=O)c1ccc(/C=N/Nc2nc(-c3ccccc3)cs2)cc1	0.1%	.	0%	1	-3%	2%	6	3	1

9 entries from above, in CSV form:
molecule,RXFP1 ag,RXFP1 antag,GRP78 ERSR act,D2 PAM,Vif-APOBEC3F blk,Vif-A3G inh,D1 potentiator,D1 antag,D1 ag
COc1ccc(S(=O)(=O)Nc2ccc(S(=O)(=O)Nc3ccc(F)cc3)cc2)cc1C,-2.3%,1,-7%,3,-3%,-4%,-5,6,1
COc1ccccc1Cc1noc(-c2cc(Cl)ccc2OC)n1,-0.2%,-3,0%,11,-2%,-5%,5,10,15
CCc1nc(NCc2ccccc2)c(C#N)c2c1CCCC2,1.5%,-6,1%,-2,-13%,1%,-5,14,3
CC(C)CCn1c(=O)c2ccccc2n2c(COC(=O)c3ccc(S(=O)(=O)N(C)C)cc3)nnc12,4.6%,.,.,6,.,.,-7,-10,0
CC(C)[C@H](NC(=O)c1ccco1)C(=O)OCC(=O)Nc1ccccc1OC(F)F,0.1%,-3,-2%,0,-6%,0%,2,6,4
NC(=O)c1c(NC(=S)Nc2ccccc2)sc2c1CCCC2,22%,-11,-1%,4,-2%,-7%,0,16,-1
COc1ccc(-c2nc3nc(C)cc(N4CCN(c5cccc(C(F)(F)F)c5)CC4)n3n2)cc1,-3.9%,.,-2%,-8,3%,1%,0,-3,-2
COc1ccc(-c2cc3nc(C)c(CCC(=O)NCc4ccc(F)cc4)c(C)n3n2)c(OC)c1,3.6%,27,-2%,8,5%,-4%,-7,-26,2
Cc1ccc(C)c(CN2C(=O)C(C)Oc3ccc(C)cc32)c1 (configuration not stated),1.5%,0,5%,-3,3%,0%,-4,17,12

(listing goes on)
SMILES	RXFP1 ag	RXFP1 antag	GRP78 ERSR act	D2 PAM	Vif-APOBEC3F blk	Vif-A3G inh	D1 potentiator	D1 antag	D1 ag
O=C(Nc1ccc(OCC(=O)N2CCOCC2)cc1)c1ccccc1Cl	1.1%	1	-7%	-8	-18%	1%	-4	4	4
CCCc1ccc(Oc2cc(C)nc(N3CCOCC3)n2)cc1	-1.0%	-3	0%	12	-12%	1%	2	13	4
O=C(N/N=C/c1cc(Br)c(O)c(Br)c1O)c1cccnc1	7.4%	-17	-3%	4	3%	-9%	-2	8	4
O=C(CN1CCN(C(c2ccccc2)c2ccccc2)CC1)N1CCOCC1	2.4%	-8	-1%	11	-1%	-2%	3	-6	-1
CC1CC(C)CN(CCCNC(=O)CCNC(=O)Cn2ccc3ccccc3c2=O)C1 (configuration not stated)	1.9%	-13	-2%	-3	-9%	-5%	6	-7	2
CC(OC(=O)Cn1[nH]c(=O)c2ccccc2c1=O)C(=O)NC1(C#N)CCCCC1 (configuration not stated)	3.9%	1	-4%	.	-10%	1%	3	7	2
CS(=O)(=O)C1=NSC2=NC(=O)/C(=C\c3cccn3-c3ccc(Cl)cc3)C(=N)N21	4.7%	-16	-9%	4	-5%	-5%	-5	-36*	4
COC(=O)c1ccccc1-c1cn(C)c2ccccc2c1=O	4.2%	-16	-3%	-3	2%	0%	6	-9	4
Cc1cc(C)c2c(C)nn(-c3ccccc3)c2n1	-0.3%	-4	3%	16	-3%	2%	4	1	37*
CC(C)=N/N=C(/c1ccc([N+](=O)[O-])cc1)C12CN3CN(CN(C3)C1)C2	-0.4%	-15	-2%	.	-23%	-7%	-4	0	2

Bioassay records: PubChem, National Center for Advancing Translational Sciences (NCATS)

A portion of the library; the hit share may differ from the screen's.
